Screening results (PubChem BioAssay)
Pin1 inh – qHTS Assay to Find Inhibitors of Pin1. Peptidyl-prolyl cis-trans isomerase NIMA-interacting 1 (Homo sapiens), Q13526. Pin1 FP peptide displacement, HiFluor488, 10 min. Potency, µM (series often up to 115 µM), for the others: at the top dose activity, negative = inhibition, most hits filed as inhibitors. 390,000 compounds, 0.009% hits. AID 504891, 2011; active = well fitted inhibition curve with a large enough effect in the polarisation, with a control signal flat, not every such curve was filed as active; inconclusive = small, poorly fitted or top-dose-only effect, or effect the other way, or a change in a side signal; inactive = no such curve, though single readings can be large or run the other way; the % refers to the polarisation; also: potency is read from the fitted curve at half-maximal effect; % is scaled to controls: 0 for no effect and ±100 for the full control effect
G9a block – qHTS Assay for Inhibitors of Histone Lysine Methyltransferase G9a. 350,000 compounds, 8.8% hits. Histone-lysine N-methyltransferase EHMT2 (Homo sapiens), Q96KQ7. AID 504332, 2011. Potency, µM (doses to about 102 µM), for inactives: top-dose activity, negative = inhibition, usual class: inhibitors. G9a H3K9 monomethylation, AlphaScreen, 2 h; also: potency is read from the fitted curve at half-maximal effect; % is scaled to controls: 0 for no effect and ±100 for the full control effect; nearly all actives have a fitted effect of over 75% in size
Target sequence (Q96KQ7 913-1193 limits assumed): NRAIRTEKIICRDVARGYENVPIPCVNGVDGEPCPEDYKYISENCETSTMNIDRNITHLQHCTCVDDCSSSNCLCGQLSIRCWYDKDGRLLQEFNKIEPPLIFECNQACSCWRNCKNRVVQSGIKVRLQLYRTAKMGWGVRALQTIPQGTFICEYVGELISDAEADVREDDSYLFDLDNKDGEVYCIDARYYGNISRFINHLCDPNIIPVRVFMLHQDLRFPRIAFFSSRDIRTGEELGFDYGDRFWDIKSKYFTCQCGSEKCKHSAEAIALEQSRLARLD
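Compounds were preincubated with 20 nM G9a for 15 min, after which biotinylated H3K9 peptide (500 nM) and SAM (20 uM) started a 2 h room-temperature reaction. Monomethylated product was quantified by antibody-based AlphaScreen chemiluminescence.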
HP1b chromo inh – HTS for Inhibitors of HP1-beta Chromodomain Interactions with Methylated Histone Tails; Chromobox protein homolog 1 (Homo sapiens), P83916; 390,000 compounds, 0.56% hits; AlphaScreen HP1-beta / biotin-H3K9me3 peptide binding; Potency, µM (titrated, usually from 114 µM), without a hit: top-dose activity change, negative = inhibition, actives largely listed as inhibitors; also: potency is read from the fitted curve at half-maximal effect; nearly all actives have a fitted effect of over 70% in size; inactives centre near 23
Target sequence (P83916 whole entry, looked up): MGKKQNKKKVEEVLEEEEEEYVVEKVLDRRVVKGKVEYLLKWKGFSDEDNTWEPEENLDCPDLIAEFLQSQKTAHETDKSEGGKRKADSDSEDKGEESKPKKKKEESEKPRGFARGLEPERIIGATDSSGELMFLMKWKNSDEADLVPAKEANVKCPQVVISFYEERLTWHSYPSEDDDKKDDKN
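Compound inhibition of the preformed complex between 50 nM HP1-beta and 50 nM biotinylated H3K9me3 peptide was read by AlphaScreen. Buffer was PBS pH 7.4 with 0.01% Tween-20. Incubations ran 30 min at room temperature, with 10 ug/mL donor/acceptor beads.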
PGK inhibitor – qHTS Assay to Find Inhibitors of Phosphoglycerate Kinase | AID 602233, 2012 | Potency, µM (top dose mostly 57.5 µM), for the others: top-dose activity change, negative = inhibition, most hits filed as inhibitors | PGK/GAPDH coupled, Kinase-Glo luminescence, 60 min | Phosphoglycerate kinase, glycosomal (Trypanosoma brucei brucei), P07378 | 380,000 compounds, 0.043% hits; also: potency is read from the fitted curve at half-maximal effect; % is scaled to controls: 0 for no effect and ±100 for the full control effect; nearly all actives have a fitted effect of over 60% in size
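Recombinant glycosomal PGK reaction used 1,3-bisphosphoglycerate generated in-well by GAPDH (100nM final) in 100mM TEA pH 7.6, 5mM MgCl2, 0.01% Tween-20. After 60 minutes at room temperature, ATP was read by Kinase-Glo Plus luminescence end-point.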
BAZ2B block – qHTS Assay for Inhibitors of BAZ2B; Bromodomain adjacent to zinc finger domain protein 2B (Homo sapiens), Q9UIF8; AlphaScreen BAZ2B-H3K14Ac peptide displacement; Potency, µM (top dose mostly 114 µM), without a hit: at the top dose activity change, negative = inhibition, actives largely listed as inhibitors; 360,000 compounds, 4.4% hits; also: potency is read from the fitted curve at half-maximal effect; % is scaled to controls: 0 for no effect and ±100 for the full control effect; nearly all actives have a fitted effect of over 60% in size
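BAZ2B (50 nM) with biotin-H3(5-23)K14Ac peptide (50 nM) in PBS pH 7.4, 0.01% Tween-20, preformed 30 min, then compound 30 min at room temperature; top concentration 110uM. AlphaScreen streptavidin donor/nickel chelate acceptor beads (10 ug/mL final), 20 min dark, signal read.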
PI4K2A block – qHTS for small molecular inhibitors of PI4K2A. AID 1346378, 2018. 420,000 compounds, 0.13% hits. activity change, negative = inhibition, % at 76.9 µM. purified PI4K2A, ADP-Glo luminescence, 1 h; active compounds read low. Phosphatidylinositol 4-kinase type 2-alpha (Homo sapiens), Q9BTU6; in the data active = activity change below about -50%; inconclusive = mostly about -30% to -49%;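 also: -100% = wells without enzyme as full effect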
Target sequence (Q9BTU6 whole entry, looked up): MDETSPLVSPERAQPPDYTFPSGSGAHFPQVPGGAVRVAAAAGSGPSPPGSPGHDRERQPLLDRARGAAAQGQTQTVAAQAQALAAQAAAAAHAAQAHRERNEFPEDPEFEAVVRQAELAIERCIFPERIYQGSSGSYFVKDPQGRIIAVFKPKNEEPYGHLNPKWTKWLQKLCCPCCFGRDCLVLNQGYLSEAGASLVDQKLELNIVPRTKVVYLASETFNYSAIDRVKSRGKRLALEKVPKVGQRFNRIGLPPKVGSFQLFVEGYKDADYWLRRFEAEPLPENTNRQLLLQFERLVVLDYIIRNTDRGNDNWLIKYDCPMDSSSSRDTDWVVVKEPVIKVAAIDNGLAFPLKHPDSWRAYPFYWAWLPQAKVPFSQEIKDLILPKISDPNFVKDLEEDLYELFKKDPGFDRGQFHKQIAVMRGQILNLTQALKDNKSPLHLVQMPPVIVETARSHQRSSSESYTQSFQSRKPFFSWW
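ADP-Glo luminescence measured ADP generated by PI4K2A enzyme (4 ug/mL before mixing) with 1.2 mM PI substrate (pre-mix) and 300 microM ATP (pre-mix). Tris pH7.5 buffer with MgCl2, Triton X-100; 1 h reaction at ambient temperature.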
GLS inhibitor – qHTS for Inhibitors of Glutaminase (GLS) | 410,000 compounds, 0.21% hits | Glutaminase kidney isoform, mitochondrial (Homo sapiens), O94925 | GLS enzymatic activity, qHTS titration | Potency, µM (doses to about 45.5 µM), inactives show at the highest dose activity change, negative = inhibition, usual class: inhibitors | AID 624170, 2012; also: potency is read from the fitted curve at half-maximal effect; % is scaled to controls: 0 for no effect and ±100 for the full control effect
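Two-point fluorescence kinetic (t0, 30 min RT) for hKGA; glutamate detected via glutamate oxidase–HRP–Amplex Red. Substrate: 1 mM L-glutamine solution; buffer 45 mM KH2PO4, pH 8.2.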
ERG-DNA inh – qHTS for Small Molecule Inhibitors of the ERG Ets/DNA interaction; Transcriptional regulator ERG (Homo sapiens), P11308; fluorescence polarization, His-ERG Ets domain / labelled DNA; Potency, µM (titrated, usually from 76.9 µM), inactives show top-dose FP activity, negative = inhibition, actives largely listed as inhibitors; 370,000 compounds, 0.028% hits; active = well fitted inhibition curve with a large enough effect in the polarisation, with a control signal flat; inconclusive = small, poorly fitted or top-dose-only effect, or effect the other way, or a change in a side signal; inactive = no such curve, though single readings can be large or run the other way; the % refers to the polarisation;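 also: polarization taken with two DNA probes labelled with fluorescein and Texas red; potency is read from the fitted curve at half-maximal effect; % of control where 0% means no effect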
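His-tagged ERG Ets domain (1 uM in the protein solution; 300mM KCl, 50mM Tris-HCl, 1mM EDTA, 1mM DTT, pH 7.5) received compound, then a probe mix of 5 nM fluorescein-DNA and 100nM Texas-615-DNA. Fluorescence polarization was read for both dyes.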
JMJD2A Tudor – qHTS Assay for Inhibitors of JMJD2A-Tudor Domain. AlphaScreen JMJD2A-Tudor / H3K4me3 peptide binding. Lysine-specific demethylase 4A (Homo sapiens), O75164. 390,000 compounds, 4.4% hits. Potency, µM (titrated, usually from 114 µM), for the others: top-dose activity change, negative = inhibition, most hits filed as inhibitors; also: potency is read from the fitted curve at half-maximal effect; % is scaled to controls: 0 for no effect and ±100 for the full control effect; nearly all actives have a fitted effect of over 50% in size
The depositor's hits bear a star; i = inactive; ? = inconclusive; . = no result given; [ ] = another dose, or the depositor's remark. Unless noted, calls follow the shape of the dose curve; as a rule, active = well fitted curve in the direction sought with a large enough effect; inconclusive = small, poorly fitted or top-dose-only effect, or another doubt; inactive = no such curve, though single readings can be large; an effect the other way counts as inactive or inconclusive.

nr | SMILES | Pin1 inh | G9a block | HP1b chromo inh | PGK inhibitor | BAZ2B block | PI4K2A block | GLS inhibitor | ERG-DNA inh | JMJD2A Tudor
1 | O=C(CSc1ccc(Cl)cc1)Nc1cccc(-c2nc3ccccc3[nH]2)c1 | 2.3% | 0.7%[59 µM] | 16.1% | 0.4% | -34.7% | -2.0 | 2.6% | 1.1% | ?
2 | Cc1nn(C(C)(C)C)c(OC(=O)c2cccs2)c1Sc1ccccc1 | -8.5% | 2.6%[12.7 µM] | 80.4% | 9.7% | 21.9% | -3.3 | -7.4% | -1.0% | 31.3%
3 | CC(=O)c1ccc(NC(=O)C(C)NCc2ccccc2Cl)cc1 (stereo not drawn) | 15.1% | 7.5% | 27.5% | -19.3% | -18.3% | -2.2 | -2.6% | 5.2% | -13.0%
4 | COc1cccc2c(=O)n(CC(=O)N3CCc4ccccc43)ccc12 | 3.7% | 1.1%[59 µM] | 42.3%[activator] | -2.2% | -4.6% | -0.9 | -1.7% | -6.3% | 2.8%
5 | Cc1cccc(C)c1NC(=S)NN(Cc1ccccc1)c1ccccc1 | 7.1% | 1.9%[59 µM] | 78.4%[activator] | -3.8% | -4.6% | -5.2 | 16.2% | 10.7% | -6.4%
6 | COc1ccccc1N(CC(=O)N/N=C(\C)c1ccccc1O)S(=O)(=O)c1ccc(C)cc1 | 6.0% | 14.3% | 43.1%[activator] | -1.8% | 50.1µM* | -9.2 | 2.9% | -8.8% | -29.5%
7 | CCC1CCCCN1CCNC(=O)C1CCN(S(=O)(=O)c2cccc3nsnc23)CC1 (stereo not drawn) | 1.9% | ? | 80.6%[activator] | i | -1.0% | -9.2 | -0.4% | -3.9% | 14.0%
8 | Fc1cccc(Cl)c1CNc1n[nH]c(-c2ccco2)n1 | 0.8% | -8.2%[59 µM] | 28.1% | 6.5% | ? | -4.0 | 10.6% | -6.3% | -19.5%
9 | COc1ccc(CNC(=O)Cn2nc3c(cc2=O)CCCC3)cc1 | -0.6% | 7.3%[59 µM] | 19.7%[57 µM] | -11.5% | 2.5% | -5.2 | -10.2% | 2.4% | 6.1%
10 | CC(C)C(c1nnnn1Cc1ccco1)N1CCN(c2cccc(Cl)c2)CC1 (stereo not drawn) | -0.1% | -2.5%[59 µM] | 41.9%[activator] | -0.4% | 0.7% | 0.5 | -6.1% | 8.3% | -19.0%
11 | COc1ccccc1CNC(=O)c1cc(-c2ccccc2C)n(CC2CC(c3cccc([N+](=O)[O-])c3)=NO2)n1 (stereo not drawn) | 8.9% | -36.2%[2.33 µM] | 12.9% | -9.4% | -9.1% | 3.3 | 2.4% | -12.3% | -32.9%
12 | CCC(=O)Nc1nc2ccccc2n1Cc1ccc(C)cc1 | -3.9% | 10.5% | 38.1% | -8.5% | -3.3% | 4.5 | -11.8% | -9.7% | -1.6%
13 | COc1cnc(-c2ccccc2)nc1Oc1ccccc1C | -1.3% | -62.6% | 111.0%[activator] | -0.8% | 47.1%[activator] | -2.7 | -0.6% | -6.7% | 103.4%[activator]
14 | CCOc1ccccc1C(=O)Nc1nccs1 | 1.1% | 1.5% | 33.8% | -16.0% | 16.5% | 7.3 | -1.1% | -1.0% | 6.3%
15 | COc1cc(/C=C/C(=O)OCC(=O)NCCC2=CCCCC2)cc(OC)c1OC | -0.9% | . | 35.3% | 4.7% | . | -5.5 | -31.0% | -6.3% | -3.4%
16 | COC(=O)c1[nH]c2cc(OC)ccc2c1NC(=O)CCN1CCCC(C)(C)C1 | -5.9% | 56.2µM* | 9.4% | i | -4.9% | -9.1 | 21.3% | -3.0% | -5.3%
17 | Cc1ccc(C(=O)c2ccccc2C(=O)OCC(=O)N2CCCC2)cc1 | -4.2% | . | -19.3% | 5.0% | . | -5.2 | -12.5% | 2.3% | -18.6%
18 | O=C(/C=C/c1ccc(F)cc1)NCC1(c2ccccc2)CCOCC1 | 2.3% | -5.3%[59 µM] | 27.2% | -0.8% | 9.6% | 0.6 | -5.4% | -4.3% | -0.7%
19 | CS(=O)(=O)c1ccc(C(=O)Nc2ccc(N3CCOCC3)cc2)c(Cl)c1 | -0.3% | -7.2% | 60.2%[activator] | i | -13.5% | 3.7 | 28.8% | 11.3% | -12.6%
20 | COc1ccc(Nc2nc(N)nc(CSc3n[nH]c(-c4ccccc4)n3)n2)cc1 | ? | 27.2%[12.7 µM] | -22.1% | -8.7% | -5.4% | 11.4 | 4.3% | -1.3% | ?
21 | CS(=O)(=O)c1ccc(C(=O)Nc2nc(-c3ccco3)c(-c3ccco3)s2)cc1 | . | 10µM* | 39.8µM* | -2.2% | 39.8µM* | ? | 0.8% | 1.7% | ?
22 | CC(NC(=O)COC(=O)c1ccc([N+](=O)[O-])s1)c1ccccc1 (stereo not drawn) | 1.7% | -14.9% | 27.3% | 0.8% | 2.2% | -10.1 | 5.9% | 2.1% | -19.5%
23 | COc1ccc2c(c1)c(C(=O)O)c(C)n2CCc1ccc(OC)c(OC)c1 | -8.4% | ? | 36.8% | -8.5% | -22.7% | -0.4 | -9.8% | 19.6% | -9.0%
24 | Cc1ccc(CCNC(=O)C2CCN(S(=O)(=O)c3ccc4c(c3)oc(=O)n4C)CC2)cc1 | 3.3% | -1.1% | 30.6% | 2.8% | -10.6% | 8.5 | -2.6% | 1.4% | -13.2%
25 | CCCn1c(SC(C)C(=O)NCC2CCCO2)nc2cc(Cl)ccc2c1=O (stereo not drawn) | 5.1% | 12.3%[59 µM] | 31.0%[activator] | 3.8% | -4.5% | 0.9 | 0.8% | 9.0% | -8.3%
26 | COc1ccc(/C=N/NC(=O)CCc2n[nH]c(=O)[nH]c2=O)cc1O | -5.4% | 21.9% | 8.2% | i | 6.0% | 3.8 | 22.5% | -6.2% | -12.8%
27 | CCCCc1nc2cc(C(=O)N3CCCCC3CC(=O)OCC)ccc2o1 (stereo not drawn) | -3.7% | 72.3%[activator] | 27.1% | 0.1% | -0.9% | 1.2 | -1.7% | -1.1% | -5.8%
28 | O=C(NC(=S)N1CCN(CCO)CC1)C12CC3CC(CC(C3)C1)C2 | -0.4% | 18.3%[59 µM] | 43.8%[activator] | -9.2% | -13.6% | -1.9 | 5.2% | -11.6% | -14.5%
29 | Cc1ccccc1NC(=O)CCNS(=O)(=O)c1ccc2[nH]c(=O)oc2c1 | -2.8% | 0.4% | 5.5%[57 µM] | i | -16.1% | -1.3 | -2.2% | 4.8% | -6.6%
30 | Cn1nnc2c(C(N)=O)ncn2c1=O | . | 3.9%[12.7 µM] | . | . | -4.0% | 0.1 | -10.2% | . | .
31 | NC(=O)c1ccc(Oc2ccc(Cl)cc2)c([N+](=O)[O-])c1 | 5.5% | -38.1% | 24.8% | 3.4% | -13.1% | -13.6 | 0.7% | -8.3% | -19.5%
32 | COc1ccc(Nc2nnc(-c3ccc(C)c(S(=O)(=O)NCc4nc5ccccc5[nH]4)c3)c3ccccc23)cc1 | -11.1% | -31.0%[59 µM] | 32.0% | 10.3% | -7.1% | 4.4 | 3.6% | -2.1% | -20.1%
33 | CCC1CCc2nc3sc(C(=O)Nc4ccc(C)cc4C)c(N)c3cc2C1 (stereo not drawn) | 31.5%[activator] | 3.2%[59 µM] | 22.1% | -1.1% | -0.7% | 1.7 | -11.9% | -1.1% | 0.0%
34 | CCCc1cc(C(=O)Nc2cc(C)ccc2O)no1 | 1.5% | -6.7% | 15.8% | 2.7% | 2.8% | -3.3 | 0.3% | -0.7% | -3.1%
35 | CCCNC(=O)c1ccccc1C(=O)NCCC | -7.0% | 2.2%[59 µM] | 43.9%[activator] | -8.2% | 0.6% | -6.8 | -8.8% | -3.0% | -5.2%
36 | Cc1cc(NC(=O)/C=C/c2ccc(Cl)cc2)no1 | 17.6% | 4.6%[59 µM] | -11.5% | i | 7.7% | -2.8 | 8.2% | 9.8% | -23.7%
37 | CC(C)(C)c1ccc(OCC(O)CN2CCCC2)cc1 (stereo not drawn) | 0.4% | 6.1% | 23.9% | -6.2% | -17.9% | 8.2 | -12.0% | -16.1% | 3.1%
38 | C=CCc1cccc2cc(C(=O)Nc3ccc(S(=O)(=O)Nc4nnc(CC)s4)cc3)c(=O)oc12 | . | ? | 28.2µM* | ? | 22.4µM* | 1.6 | -17.0% | -11.7% | 28.2µM*
39 | CCOc1ccc(C2CC(=O)n3nc(-c4ccc(C)cc4)nc3S2)cc1OC (stereo not drawn) | 0.8% | -22.8%[59 µM] | 51.0%[activator] | -3.9% | -0.5% | 0.5 | -11.5% | 0.7% | 1.0%

Rows are unselected; 11% or so of the library scored in one or more.
